All columns: NCI-60 one-dose screen, growth in % after 48 h at 10 µM unless noted; 100 = growth as untreated, 0 = no growth, -100 = all killed.
OVCAR-5: OVCAR-5 ovarian cancer. 82,000 tested, 2.9% active
OVCAR-3: OVCAR-3 ovarian cancer | 79,000 tested, 7% active
IGROV1: IGROV1 ovarian cancer; 79,000 tested, 4.7% active
OVCAR-4: OVCAR-4 ovarian cancer cells. 80,000 tested, 3.7% active. AID 1794784
DU-145: DU-145 prostate cancer | 81,000 tested, 4.2% active
NCI/ADR-RES: NCI/ADR-RES ovarian cells; AID 1794790; 81,000 tested, 4.4% active
SK-OV-3: SK-OV-3 ovarian cancer cells | AID 1794785 | 80,000 tested, 3.2% active
OVCAR-8: OVCAR-8 ovarian cancer | 81,000 tested, 4.4% active
* = called active by the depositor; / = not tested or not shown; & = joins results of further samples. The calls were made as follows: active = growth percent below 10; inactive = the rest.

SMILES	OVCAR-5	OVCAR-3	IGROV1	OVCAR-4	DU-145	NCI/ADR-RES	SK-OV-3	OVCAR-8
NS(=O)(=O)c1ccc(Nc2nc(SCC(=O)c3ccc(F)cc3)nc3ccccc23)cc1	78	47	46	37	53	29	67	53
CCCCc1oc2ccccc2c1C(=O)c1cc(I)c(OCCN(CC)CC)c(I)c1	-36*	12	29	10	34	-20*	-38*	-10*
CCOc1ccc2nc(NCc3ccc(C(C)C)cc3)sc2c1	95	103	102	105	105	94	111	103
COc1ccc(CNc2c3ccccc3nc3ccccc23)cc1	46	48	27	40	48	39	54	28
O=C(O)c1ccc(-n2cc(CNc3cc(F)cc(C(F)(F)F)c3)c(-c3ccc(F)cc3)n2)cc1	125	/	95	84	103	90	102	80
O=[N+]([O-])c1ccc2c(c1)CCN2	121	118	117	109	117	109	103	104
CC1CC(=O)Nc2ccccc2N1 (stereo not drawn)	112	130	124	114	141	110	101	106
COc1ccc(C(=O)OC2C(OC3C(O)COC(O[C@H]4C[C@H]5[C@@H]6CC=C7C[C@@H](O)CC[C@]7(C)[C@H]6CC[C@]5(C)[C@H]4[C@H](C)C(=O)CCC(C)C)C3OC(C)=O)OCC(O)C2O)cc1 (stereo partly drawn)	22	53	28	52	28	60	-44*	19
O=[N+]([O-])c1ccc(Oc2ccccc2C2CCCCC2)c([N+](=O)[O-])c1	94	104	111	95	103	93	121	106
CN(C)c1ccc(C2(c3ccc(N(C)C)cc3)OC(=O)c3cc(N(C)C)ccc32)cc1	97&89	122&96	79&102	90&78	122&103	78&87	88&96	98&91
CCOC(=O)C(C(=O)OCC)(c1ccccc1)C1CCCC1	110	103	105	108	/	107	97	101
NS(=O)(=O)c1ccc(Nc2nc(N/N=C/c3ccc4c(c3)OCO4)nc(Nc3ccccc3)n2)cc1	91	/	37	56	41	91	66	50
O=C(O)/C=C/C(=O)Nc1cc(Cl)ccc1Cl	106	109	103	93	106	104	91	96
Oc1c(CN2CCOCC2)cc(/C=C/c2cc(CN3CCOCC3)c(O)c3ncccc23)c2cccnc12	87	92	84	101	93	79	95	68
CC(C)(C)NCC(O)c1ccc(O)c(CO)c1 (stereo not drawn)	/	119	110	107	114	98	108	99
CCCCC(CC)CCC(C)OC(=O)CCl (stereo not drawn)	112	103	109	100	102	103	113	103
C[C@@H](Nc1ncnc2ccc(-c3cnc(N)nc3)cc12)c1ccc(F)cc1	45	69	29	74	48	86	103	78
O=[N+]([O-])c1ccc(Cl)c(Nc2n[nH]c(-c3ccccc3)n2)c1	97	80	51	77	96	88	83	85
BrC1=C[C@H](c2ccccc2)[C@@H](C2CCCCC2)[C@@]12CCCO2	93	108	99	89	107	102	108	95
CC(=O)c1sc(-c2ccc(F)cc2)cc1O	111	109	115	80	98	106	102	104

Part of the list above, showing only DU-145.
mol	DU-145
Oc1c(CN2CCOCC2)cc(/C=C/c2cc(CN3CCOCC3)c(O)c3ncccc23)c2cccnc12	93
CC(C)(C)NCC(O)c1ccc(O)c(CO)c1 (stereo not drawn)	114
CCCCC(CC)CCC(C)OC(=O)CCl (stereo not drawn)	102
C[C@@H](Nc1ncnc2ccc(-c3cnc(N)nc3)cc12)c1ccc(F)cc1	48

Continuation.
SMILES	OVCAR-5	OVCAR-3	IGROV1	OVCAR-4	DU-145	NCI/ADR-RES	SK-OV-3	OVCAR-8
COc1ccc(C2=NN(C=O)C(c3ccc(Cl)cc3)C2)cc1S(N)(=O)=O (stereo not drawn)	98	97	99	95	110	101	103	100
CCOc1ccc(NC(=S)NC(=O)c2ccco2)cc1	101	114	/	101	111	94	119	104
CC(=O)OC(C)C(=O)OC(C)C(=O)OCCOCCCl (stereo not drawn)	105	113	102	98	102	94	107	105
O=C(c1nc2ccccc2[nH]1)C1C(c2ccc(Cl)cc2)C2CSCN2[C@@]12C(=O)Nc1ccccc12 (stereo partly drawn)	93	86	69	69	97	85	/	90
CCn1c2ccc(/C=N/NS(=O)(=O)CCN(C)C)cc2c2cc(/C=N/NS(=O)(=O)CCN(C)C)ccc21	100	/	78	100	105	98	104	104
O=C(Cn1c(-c2ccccc2)nc2ccccc21)N=Nc1c(O)[nH]c2ccc(Cl)cc12	19	1.0*	9.9*	-44*	6.3*	-43*	-6.3*	-26*
O=CNc1ccc(C(=O)O)c(O)c1	108	116	115	116	119	113	110	/
O=C(O)COc1cccc(C(=O)/C=C/c2ccc(Cl)cc2)c1	106	114	115	102	104	105	116	100
O=c1[nH]nc(-c2ccccc2)c2ccccc12	/	102	105	98	106	102	100	93
CC1CC=C(C(=O)O)CC1 (stereo not drawn)	103	115	125	108	116	116	98	105
O=C(O)C(CO)(c1ccccc1)c1ccccc1	100	115	112	117	/	111	109	101
O=C(N/N=C/c1cccc([N+](=O)[O-])c1)c1ccccc1	107	104	106	105	112	111	99	96
CCC12CCC3c4ccc(O)cc4CCC3C1CC(O)C2O (stereo not drawn)	103	95	83	83	103	47	99	92
CCN(CC)C(=O)c1ccccc1	107	105	87	109	118	112	105	104
Nc1nc(N)c(N=Nc2ccc(S(N)(=O)=O)cc2)cc1N=Nc1ccccc1	103	97	79	124	103	97	99	90
CSc1ccc(C(=O)C[n+]2cccc(C)c2)cc1	104	104	106	113	109	104	102	106
NC(=O)N1c2ccccc2CC(=O)c2ccccc21	94	103	123	101	104	100	108	110
O=C(CN1C(=O)/C(=C/c2ccccc2)SC1=S)N1CCOCC1	98	115	97	109	103	106	95	102
COc1cc2[nH]c(C(=O)c3cc(OC)c(OC)c(OC)c3)c(N)c2cc1C#CCO	16	-18*	23	/	12	38	18	32
CC1=C(C(=O)OCc2ccccc2)C(c2ccc3ccccc3c2)n2c(nc3ccccc32)N1 (stereo not drawn)	90	72	76	80	75	44	75	36

Some values from the results shown.
CC1=C(C(=O)OCc2ccccc2)C(c2ccc3ccccc3c2)n2c(nc3ccccc32)N1 (stereo not drawn) – NCI/ADR-RES: 44
O=C(O)C(CO)(c1ccccc1)c1ccccc1 – OVCAR-3: 115
CSc1ccc(C(=O)C[n+]2cccc(C)c2)cc1 – SK-OV-3: 102
Nc1nc(N)c(N=Nc2ccc(S(N)(=O)=O)cc2)cc1N=Nc1ccccc1 – SK-OV-3: 99

Of the compounds above, these contain an NH in an aromatic ring:
SMILES	OVCAR-5	OVCAR-3	IGROV1	OVCAR-4	DU-145	NCI/ADR-RES	SK-OV-3	OVCAR-8
O=[N+]([O-])c1ccc(Cl)c(Nc2n[nH]c(-c3ccccc3)n2)c1	97	80	51	77	96	88	83	85
O=C(c1nc2ccccc2[nH]1)C1C(c2ccc(Cl)cc2)C2CSCN2[C@@]12C(=O)Nc1ccccc12 (stereo partly drawn)	93	86	69	69	97	85	/	90
O=C(Cn1c(-c2ccccc2)nc2ccccc21)N=Nc1c(O)[nH]c2ccc(Cl)cc12	19	1.0*	9.9*	-44*	6.3*	-43*	-6.3*	-26*
O=c1[nH]nc(-c2ccccc2)c2ccccc12	/	102	105	98	106	102	100	93
COc1cc2[nH]c(C(=O)c3cc(OC)c(OC)c(OC)c3)c(N)c2cc1C#CCO	16	-18*	23	/	12	38	18	32

Next part.
SMILES	OVCAR-5	OVCAR-3	IGROV1	OVCAR-4	DU-145	NCI/ADR-RES	SK-OV-3	OVCAR-8
Cc1cc(C)c2c(NC(=O)Nc3ccc(Cl)c(Cl)c3)n[nH]c2n1	101	113	111	93	105	102	100	110
CCOC(=O)C1=NN(c2ccccc2)C(=O)C1N=Nc1ccc(NS(=O)(=O)c2nccs2)cc1 (stereo not drawn)	96	114	111	118	113	113	109	101
O=C(N/N=C\c1cc(Br)cc(Br)c1O)N/N=C/c1cc(Br)cc(Br)c1O	65	12	/	43	75	36	80	56
Cc1cc(N=Nc2ccc(-c3ccc(N=Nc4ccc(O)c(C(=O)O)c4)cc3)cc2)c(N)cc1N	115	103	111	112	110	103	92	96
COc1c2occc2c(OC)c2c(=O)c(C3=NN(C(C)=O)C(c4ccc(F)cc4)C3)c(C)oc12 (stereo not drawn)	96	68	103	78	114	87	83	89
CC(C)(C)c1ccccc1N	105	104	100	101	101	101	104	117
O=C(Nc1ccc([N+](=O)[O-])cc1)Nc1ccc2c(ccn2C(=O)c2cccc(F)c2)c1	74	/	57	52	63	52	100	30
Cc1cc(=S)[nH]c(=S)[nH]1	97	108	111	96	98	99	92	99
COc1ccc(-c2n[nH]c(CN3N=C(C)CC3=O)n2)cc1	107	103	104	112	103	107	99	104
COc1cc2cc(Sc3ccc(NC(=O)c4cc(C(F)(F)F)cc(C(F)(F)F)c4)cc3)c(C)nc2cc1OC	98	108	100	103	108	109	102	104
CS(=O)(=O)c1ccc([C@@H](O)[C@@H](CO)NC(=O)C(Cl)Cl)cc1	/	101	96	87	98	99	101	83
COc1ccc(/C=C/C(=O)c2ccc(NS(=O)(=O)c3c(O)c4cc(Cl)ccc4oc3=O)cc2)cc1	107	62	99	92	31	89	/	78
Cn1c(-c2c(N)n(Cc3cccnc3)c3nc(C#N)c(C#N)nc23)nc2ccccc21	78	100	/	102	96	95	116	80
COc1cc(-c2nc(SCCC(C)C)nc(Nc3ccc([N+](=O)[O-])cc3[N+](=O)[O-])c2C#N)cc(OC)c1OC	106	106	106	106	97	101	109	99
CCN1C(=O)N(CC)C2C1NN=c1s/c(=C\c3cnc(C)n3C)c(=O)n12 (stereo not drawn)	35	-18*	35	52	5.4*	75	28	15
COC(=O)C1=Nc2ccc(F)cc2/C1=C\c1sc(=O)[nH]c1S	100	/	64	108	104	101	83	93
COc1ccc2c(c1)O/C(=C\c1cccc(O)c1)C2=O	103	111	98	85	107	109	115	96
COc1ccc(NC(=O)CSc2oc(-c3ccccc3)nc2S(=O)(=O)c2ccc(Br)cc2)c(OC)c1	114	101	101	95	101	87	92	78
NCCCC[C@@H](N)C[C@H]1O[C@@H](n2cnc3c(N)ncnc32)[C@H](O)[C@@H]1O	102	111	105	103	107	101	110	101
COc1cc(-c2cc(-c3ccccc3)nc(Nc3nc4ccccc4[nH]3)n2)cc(OC)c1OC	113	111	98	122	113	99	106	103
COC(=O)C1=C(C(=O)c2ccco2)C(c2cc(OC)c(OC)c(OC)c2)C(C#N)=C(N)O1 (stereo not drawn)	116	113	/	96	112	111	101	104
O=C1/C(=C/c2cccc(O)c2O)SC(=S)N1CCCN1CCOCC1	95	90	/	77	75	97	100	83
Cn1cc(-c2noc(-c3cn(C)c4ncc(Br)cc34)n2)c2cc(Cl)ccc21	71	44	54	-26*	87	58	63	100
O=C(Nc1ccccc1)OCC1COC(c2ccccc2)(c2ccccc2)O1 (stereo not drawn)	102	113	122	102	119	98	105	102
CN1C(=O)N(C)C2C1NN=c1s/c(=C\c3ccccc3F)c(=O)n12 (stereo not drawn)	26	-3.7*	21	49	16	-13*	34	10
CC(C)c1nc(-c2ccc(Cl)c(O)c2)c(-c2ccnc(NCCNS(=O)(=O)c3ccc(O)cc3)c2)s1	122	95	97	135	99	107	100	79
COc1ccc(-c2cc(/C=C/C(=O)c3ccc(N)cc3)[nH]n2)cc1	55	-34*	33	33	12	18	-8.6*	/
CN(C(=O)c1ccccc1)N(C)C(=O)c1ccccc1	99	127	95	/	121	108	105	103
CCN(CC)C(=O)C(c1ccccc1)c1ccccc1	95	105	96	106	104	106	88	101
CCCCCCC1CCC(=O)O1 (stereo not drawn)	91	100	102	96	108	97	101	98
COc1ccc(C(=O)/C=C/c2cc(-c3ccc4c(c3)OCO4)n[nH]2)cc1OC	76	37	44	60	40	58	93	47
COc1cc2c(cc1OCCCN1CCN(C(=S)SCCC(C#N)(c3ccccc3)c3ccccc3)CC1)N=C[C@@H]1CCCN1C2=O	-46*	-89*	-89*	-19*	-100*	22	-7.0*	-0.8*
CC(C)c1ccc(/C=N\NC(=O)C[N+](C)(C)C)cc1	101	108	114	/	105	108	104	103
O=C1c2cccc3c(-c4ccc(-c5nc6c7ccccc7c7ccccc7c6[nH]5)cc4)ccc(c23)C(=O)N1CCO	84	92	78	92	94	97	96	95
COc1cccc(-c2nn(C(C)(C)C)cc2-c2ccnc(NCCNS(=O)(=O)c3ccc(C(F)(F)F)cc3)c2)c1	99	112	107	102	111	98	103	103
O=C(CCSCCC(=O)N/N=C/c1ccccc1)N/N=C\c1ccccc1	101	104	86	101	112	101	100	97
O=C(CO[N+](=O)[O-])Nc1ccc(C(=O)/C=C/c2ccc(Cl)cc2)cc1	67	0.3*	-26*	76	80	30	89	27
CC(=O)c1c(C)cc(C)nc1C	107	120	104	100	115	114	110	103
O=C(N/N=C/c1ccco1)C(=O)Nc1cccc(C(F)(F)F)c1	104	110	108	101	120	103	114	97
O=C(C[n+]1ccc2ccccc2c1)c1cccs1	87	101	85	94	114	88	94	96
CCCCn1c(-c2ccc(-c3nc(-c4ccc(Cl)cc4)no3)cc2)nc(-c2ccccc2)c1-c1ccccc1	85	94	39	82	93	83	89	89
COc1cc(C2=NOC(c3cc(OC)c(OC)c(OC)c3)C2)ccc1OCCCCOc1cc2c(cc1OC)C(=O)N1CCC[C@H]1C=N2 (stereo partly drawn)	9.0*	-34*	-3.6*	-36*	/	18	10	7.0*
C=CCOC(=O)C1=C(C)NC2=C(C(=O)CC(C)(C)C2)C1c1ccc(OC)cc1 (stereo not drawn)	107	107	105	110	110	103	82	93
CC(C)[C@H]1COC(=O)N1[C@@H]1C(=O)N([C@@H](CCC(=O)N2CCN(C3CCCC3)CC2)C(=O)N[C@@H]2CCCc3ccccc32)[C@@H]1/C=C/c1cccc(Br)c1	88	45	32	54	40	53	53	62
c1ccc(CN(c2ccccc2)C2CCCCCCC2)cc1	119	105	97	91	115	105	108	91
CCSc1ccc2c(c1)N(CCCN1CCN(C)CC1)c1ccccc1S2	70	58	/	61	56	61	79	76

Compound activity deposited in PubChem BioAssay by NCI.
